ATXN viability: cell viability loss in ATXN counter-screen. hit rate 0.49% among 400,000. S2 cells (HEK-293 line with an ATXN2-luciferase reporter) viability, CellTiter-Fluor protease fluorescence, 24 h. Potency, µM (highest dose often 56.7 µM), most hits filed as cytotoxic. AID 651635; note: potency is the fitted concentration of half-maximal effect; nearly all actives have a fitted effect of over 40% in size
SW480 rereplic: DNA re-replication induction in SW480 cells; SW480 DNA re-replication, Hoechst DNA content imaging, 48 h; hit rate 1.8% among 340,000; Potency, µM (highest dose often 46.1 µM), for the others: at the highest dose re-replication activation, usual class: activators; note: potency is the fitted concentration of half-maximal effect; % of control where 0% means no effect; nearly all actives have a fitted effect of over 55% in size
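Image-based DNA-content assay: after two days of treatment, nuclei were labelled with the DNA dye Hoechst and imaged, and hits were compounds raising the count of nuclei showing high fluorescence intensity.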
ATXN2 expr inh: reduces ATXN2 reporter expression in HEK-293 cells | HEK-293 ATXN2-luciferase reporter, luminescence, 24 h | Potency, µM (series often up to 57 µM), for inactives: at the highest dose activity change, negative = inhibition, most hits filed as inhibitors | hit rate 0.72% among 360,000 | AID 1745845; note: potency is the fitted concentration of half-maximal effect; % is set by controls: 0 for no effect and ±100 for the full control effect; nearly all actives have a fitted effect of over 55% in size
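ATXN2-luciferase reporter cells (luciferase flanked by upstream and downstream ATXN2 gene portions) were treated 24 h at 37 °C with compounds at up to 57 uM. SteadyGlo luminescence gave expression; GF-AFC fluorescence gave viability.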
KB-V1 MDR tox: kills drug-selected multidrug resistant KB-V1 cells; KB-V1 MDR cells viability, CellTiter-Glo, 72 h; Potency, µM (top dose mostly 46.1 µM), without a hit: at the top dose activity change, negative = cytotoxicity, hits mostly cytotoxic; hit rate 3.4% among 400,000; AID 1347076; note: potency is the fitted concentration of half-maximal effect; % is set by controls: 0 for no effect and ±100 for the full control effect; nearly all actives have a fitted effect of over 60% in size
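Following 72 h at 37 degrees C with compound, KB-V1 cell viability was read by CellTiter-Glo luminescence, medium being phenol-red-free DMEM plus 10% FBS; concentration-response parameters came from normalized, curve-fitted qHTS data.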
MCF10A rerep: inducers of DNA re-replication in MCF 10A breast cells; MCF 10A DNA re-replication, Hoechst nuclear intensity, 48 h; hit rate 2.9% among 350,000; Potency, µM (titrated, usually from 46.1 µM), inactives show at the top dose activity, positive = re-replication, most hits filed as activators; note: potency is the fitted concentration of half-maximal effect; % of control where 0% means no effect; nearly all actives have a fitted effect of over 50% in size
IL-1B inflam inh: blocks inflammasome-driven IL-1 beta release; hit rate 4.7% among 360,000; activity change, % at 57.5 µM; THP-1 LPS/ATP IL-1B secretion, AlphaLISA, 16 h; active compounds read low; in the data active = activity change below about -50%; inconclusive = mostly about -30% to -49%; note: % is set by controls: 0 for no effect and ±100 for the full control effect
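THP-1 cells pretreated 1 hr with compounds (up to 57.5 uM final), then stimulated with LPS (250 ng/mL final) plus ATP (1.25 mM final); secreted IL-1B measured by AlphaLISA after 16 hr, decreased signal indicating inhibition.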
HT1080NT lethal: kills 2HG-producing HT-1080-NT fibrosarcoma cells | Potency, µM (titrated, usually from 46.1 µM), inactives show top-dose activity, negative = less viability, usual class: cytotoxic | HT-1080-NT fibrosarcoma viability, CellTiter-Glo ATP luminescence, 48 h | hit rate 1.6% among 360,000 | AID 686970;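 note: NT is the 2HG producing partner of a matched IDH1 knockdown line; potency is the fitted concentration of half-maximal effect; 0% = DMSO-treated cells and -100% = media-only wells without cells; nearly all actives have a fitted effect of over 55% in size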
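Toxicity toward the 2HG-producing NT line was scored as %Activity, normalised to DMSO and no-cell wells, from CellTiter-Glo luminescence after 48 hours' treatment.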
HT1080 IDH1KD tx: toxicity to HT-1080 IDH1 knockdown cells (counter line) | HT-1080 IDH1 knockdown viability, ATP luminescence, 48 h | Potency, µM (series often up to 46.1 µM), for the others: at the top dose activity, negative = toxicity, most hits filed as cytotoxic | hit rate 2% among 360,000;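 note: potency is the fitted concentration of half-maximal effect; 0% = DMSO wells and -100% = cell-free medium wells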
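% activity derives from luminescence (CellTiter-Glo), normalised to DMSO and no-cell wells. HT-1080-IDH1KD cells, 750/well, had 48 h compound exposure at 37 °C.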
KB-3-1 tox: KB-3-1 parental cell cytotoxicity. KB-3-1 viability, CellTiter-Glo ATP luminescence, 72 h. hit rate 1.4% among 400,000. Potency, µM (highest dose often 46.1 µM), for the others: top-dose activity change, negative = cytotoxic, usual class: cytotoxic; note: potency is the fitted concentration of half-maximal effect; % is set by controls: 0 for no effect and ±100 for the full control effect; nearly all actives have a fitted effect of over 60% in size
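Parental KB-3-1 viability, qHTS format: 72 h compound exposure, 37 °C; CellTiter-Glo; media-only wells and DMSO plates as controls; concentration-effect fits on corrected data.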
The depositor's hits bear a star; i = inactive; ? = inconclusive; nt = no result given; & = joins results of further samples; [ ] = remark or other dose. Unless noted, calls come from the whole dose curve; as a rule, active = well fitted curve in the direction sought with a large enough effect; inconclusive = small, poorly fitted or top-dose-only effect, or another doubt; inactive = no such curve, though single readings can be large; an effect the other way counts as inactive or inconclusive.

SMILES | ATXN viability | SW480 rereplic | ATXN2 expr inh | KB-V1 MDR tox | MCF10A rerep | IL-1B inflam inh | HT1080NT lethal | HT1080 IDH1KD tx | KB-3-1 tox
Cc1ccc([C@H]2C[C@@H](O)[C@H](n3cc(-c4ccc(F)cc4)nn3)CN2C(=O)C2CCCCC2)cc1 | nt | nt | ? | ? | nt | -20 | -19% | -26% | ?
COc1ccccc1CNC(=O)C1CCCN(S(=O)(=O)c2c(C)[nH]c(=O)[nH]c2=O)C1 (stereo not given) | i | -5% | 0% | 7% | 2% | 4 | 17% | 14%[9.24 µM] | 21%
O=c1c([N+](=O)[O-])cn(Cc2ccccc2)c(=O)n1Cc1ccccc1 | i | 29% | 0% | 21% | ? | ? | -9% | -19% | 1%
Cc1ccc(C)c(NC(=S)N(Cc2ccc(Cl)cc2)Cc2ccc(C(=O)O)cc2)c1 | i | ? | -3% | ? | ? | -6 | 0% | -3% | -2%
CC(C)c1ccc(NC(=O)N2CCc3ccccc3C2)cc1 | i | -7% | 80%[activator] | 3% | 4% | -59* | 0% | -26% | -1%
CC1CN(C(=O)c2ccccc2)c2ccccc2NC1=O (stereo not given) | i | -3% | 6% | -25% | 1% | 0 | 6% | 5% | -14%
COc1ccccc1/C=C/C(=O)N1CCCC1 | i | -1% | 7% | ? | 0% | -15 | 2% | 9% | 1%
FC(F)(F)c1cc(CCN2CCNC[C@@H]2c2ccccc2)cc(C(F)(F)F)c1 | 35µM* | -60%[inhibitor] | ? | -12% | -15% | ? | 0% | -12% | 0%
CSc1ccc(CNC(=O)c2ccccc2NC(=O)c2nsc3ccccc23)cc1 | i | nt | 7% | 0% | nt | nt | nt | nt | -1%
COc1cccc(OCCOc2c(OC)cccc2OC)c1 | i | 10% | 12% | -3% | -2% | -60* | 23% | 17% | 2%
O=C(CCN1C(=O)c2ccccc2S1(=O)=O)Nc1ccc2c(c1)OCCO2 | i | 4% | 10% | ? | 37% | 10 | 10% | 4% | 2%
O=C(Nc1cccc(Cl)c1)Nc1nc(-c2ccc(Cl)cc2)cs1 | i | -2%[9.22 µM] | -27% | 0% | 4% | -2 | -15% | -18% | -19%
CC(NC(=O)CSc1ccccc1C(=O)O)C1CC2CCC1C2 (stereo not given) | ? | 3% | -4% | 6% | -11% | -6 | 6% | 4% | 0%
COc1ccc(NC(=O)CSc2nnc(-c3nonc3NC(C)=O)n2-c2ccccc2)cc1 | i | nt | -11% | 3% | nt | nt | nt | nt | 5%
COC(=O)c1cc(C)c(C)cc1NC1OC(CO)C(O)C1O (stereo not given) | i | -2% | 18% | 24% | 4% | -4 | 6% | 2% | 5%
CCCn1nc(C(=O)Nc2ccc(-n3cnnn3)cc2)c2ccccc2c1=O | i | -5% | -6% | 4% | 2% | -14 | 3% | 14% | 14%
S=C1NCc2cncnc2N1 | i | nt | 18% | 4% | nt | 54 | 12% | 26% | 13%
COc1ccccc1N(CC(O)Cn1nc(C)cc1C)S(=O)(=O)c1ccccc1 (stereo not given) | ? | -1% | 7% | 0% | 3% | -5 | 18% | 7% | 6%
Oc1ccc(N=Nc2ccc(Br)cc2)c(O)c1 | ? | -6% | nt | 4% | -11% | 72 | ? | ? | -4%
COc1ccc(CCNC2CCc3ccccc3C2)cc1 (stereo not given) | nt | 10% | nt | ? | 1% | -20 | -11% | -14% | 1%
c1ccc(C2C/C(=N\N3CCOCC3)c3ccccc3O2)cc1 (stereo not given) | i | 1% | -3% | -2% | -2% | 0 | 7% | 0% | 0%
COc1ccc(OC)c(N2CC(O)(c3cccs3)[N+]3=C2SCCC3)c1 (stereo not given) | i | ? | -34% | -5% | 12% | -15 | -1% | -1% | 6%
Cc1ccc(CNS(=O)(=O)c2ccc(-c3cnc(C4CC4)o3)cc2)cc1 | i | 2% | -26% | -17%&5% | 13% | 10 | 0% | 3% | -12%&-2%
O=C(CNC(c1ccccc1)c1ccccc1)Nc1cc([N+](=O)[O-])ccc1Cl | i | 2% | 1% | -22% | 17% | -16 | 0% | -4% | ?
CCOc1ccc(/C(O)=C2/C(=O)C(=O)N(Cc3cccnc3)C2c2ccc(N(C)C)cc2)c(C)c1 (stereo not given) | i | -3% | -8% | 0% | 1% | -9 | 10% | 0% | 2%

A portion of the results above, as a working copy:
SMILES | ATXN viability | SW480 rereplic | ATXN2 expr inh | KB-V1 MDR tox | MCF10A rerep | IL-1B inflam inh | HT1080NT lethal | HT1080 IDH1KD tx | KB-3-1 tox
Cc1ccc(C)c(NC(=S)N(Cc2ccc(Cl)cc2)Cc2ccc(C(=O)O)cc2)c1 | i | ? | -3% | ? | ? | -6 | 0% | -3% | -2%
CC(C)c1ccc(NC(=O)N2CCc3ccccc3C2)cc1 | i | -7% | 80%[activator] | 3% | 4% | -59* | 0% | -26% | -1%
CC1CN(C(=O)c2ccccc2)c2ccccc2NC1=O (stereo not given) | i | -3% | 6% | -25% | 1% | 0 | 6% | 5% | -14%

Additional records follow:
SMILES | ATXN viability | SW480 rereplic | ATXN2 expr inh | KB-V1 MDR tox | MCF10A rerep | IL-1B inflam inh | HT1080NT lethal | HT1080 IDH1KD tx | KB-3-1 tox
COc1cc(NS(=O)(=O)c2ccc(Cl)cc2)c(C(=O)O)cc1OC | i | -1% | 1% | 0% | -2% | 11 | 7% | 9% | 3%
CC(=O)NC(CCS(C)(=O)=O)C(=O)Nc1ccccc1Cl (stereo not given) | i | -3% | 2% | 6% | 6% | 32 | 10% | 23% | 14%
O=C(C[n+]1cccc(/C=N/O)c1)N1CCCc2ccccc21 | i | -11% | -15%[11.3 µM] | -2% | 9% | 13 | 7% | 10% | 14%
COc1ccccc1CC(NC(C)=O)C(=O)NC1CCN(C(=O)c2ccc(C)cc2)CC1 (stereo not given) | i | -2% | -7% | -1% | 3% | 11 | 8% | -6% | 7%
O=C1Nc2ccccc2N(C(=O)c2c(F)cccc2F)C1c1nc2ccccc2[nH]1 (stereo not given) | i | nt | 4% | -21% | nt | 19 | -29% | ? | -21%
CCOC(=O)C1CCN(c2c(-c3ccccc3)c3cc(Cl)ccc3[nH]c2=O)CC1 | i | ? | -9% | -11% | 10% | 16 | -1% | -1% | -9%
COc1ccc(CN2C(=O)CCC2(C)c2nc3ccccc3[nH]2)cc1 (stereo not given) | i | nt | 4% | 27% | nt | 2 | 23% | 22% | 0%
CCOc1cc(S(=O)(=O)N(Cc2ccccc2)Cc2ccccc2)c(OCC)cc1-n1cnnn1 | i | -5% | 7% | 3.7µM* | -13% | 54 | 3% | -3% | 0%
COc1ccc(-n2c(Cc3cccn3C)nnc2SCC(=O)Nc2ccccc2F)cc1 | i | 10% | -11% | -21% | -7% | -25 | -10% | -8% | -19%
Cc1ccc(S(=O)(=O)NC(=O)c2cc(C)n(C3CC3)c2C)cc1 | i | -5% | -19% | -8% | -2% | -16 | -3% | 2% | ?
O=C(Nc1ccc(F)c(Cl)c1)c1ccc2sc([C@@H]3O[C@H](CO)[C@H](O)[C@H](O)[C@H]3O)nc2c1 | i | nt | 3% | -1% | nt | 9 | 3% | 7% | 21%
O=S(=O)(c1ccc2c(c1)OCCO2)N1CCN(S(=O)(=O)c2ccco2)CC1 | i | ? | -2% | -25% | 6% | nt | nt | nt | 0%
COc1cc2oc3ccc(C#Cc4ccccn4)cc3c(=O)c2cc1OC | ? | ? | 10% | ? | 21µM* | 0 | 11% | -1% | 15%
Cc1csc(NC(=O)CSC2=NS(=O)(=O)c3cc(F)ccc3N2)n1 | ? | 0% | -9% | 0% | 1% | 3 | -2% | 1% | 2%
Cc1ccc2nc(/C(C#N)=C\c3cc(C)n(-c4cccc([N+](=O)[O-])c4)c3C)[nH]c2c1 | i | 0% | -16% | -1% | 9% | ? | -3%[9.24 µM] | ? | -7%
CCOC(=O)N1CCN(C(=O)c2ccc(OC)cc2)CC1 | i | -35%[inhibitor] | nt | 2% | -9% | -12 | 4% | -5% | 4%
Cc1cc(C)c(S(=O)(=O)Nc2cccc(C(=O)O)c2)cc1S(=O)(=O)Nc1cccc(C(=O)O)c1 | nt | -4% | -22% | ? | 7% | 14 | 1% | 11% | -3%
O=C(CCN1CCN(C/C=C/c2ccccc2)CC1)Nc1ccccc1 | i | -2% | 6% | ? | -1% | -15 | -12% | -9% | -6%
COc1ccc(CNC(=O)Cn2c(SCC(=O)Nc3ccc(OC)cc3)nc3ccccc32)cc1 | ? | nt | ? | 6% | nt | nt | nt | nt | 19%
O=C(CCS(=O)(=O)c1cccs1)N1CCCC1 | i | 2% | 25% | 3% | 12% | -12 | 14% | 9% | 5%
C#Cc1ccc(NC(=O)C2(C)CCN2C(=O)C/C=C/c2ccccc2)cc1 (stereo not given) | i | nt | 0% | -5% | nt | -10 | ? | ? | 0%
Cc1c(CNCCCc2ccccc2)c(C(=O)O)c(C)n1Cc1ccc(Cl)cc1 | ? | nt | -14% | 0% | nt | nt | nt | nt | 3%
CN1CCCN(C(=O)c2cc(=O)[nH]c3ccccc23)c2nc3ccccc3nc21 | ? | -9% | 0% | -3% | 8% | -2 | 7% | 14% | -2%
CC(C)CCNC(=O)c1cc(S(=O)(=O)N2CCc3ccccc32)cn1C | ? | -2% | -11% | 0% | -1% | 17 | 0% | -4% | -3%
Cc1ccc(S(=O)(=O)Nc2cc(C(=O)Nc3cc(C)cc(C)c3)ccc2Cl)cc1 | ? | 1% | -26% | -6% | ? | 19 | -10% | -6% | 13%
COc1ccc(NC(=S)N(CCCN2CCOCC2)Cc2cn(C)c3ccccc23)cc1 | i | ? | ? | -1% | ? | -7 | -2% | 0% | -2%
Clc1ccc(/C=N/NC(=Nc2ccccc2)c2ccccn2)c(Cl)c1 | i | -2% | 14% | ? | ? | -7 | 9% | -4% | -10%
C/C(=N\NC(=O)c1cc(C)nc2ccc(C)cc12)c1ccncc1 | i | 10% | 8% | 4% | 1% | 1 | -2% | 4% | 16%
CCCCN(C=O)c1c(CC)nc2ccc(C(=O)N(C)Cc3ccccc3)cn12 | i | nt | 13% | 0% | nt | 9 | -1% | 0% | 0%
CCOc1ccc(NC(=O)c2ccc3c(c2)N(Cc2ccc(F)cc2)C(=O)CS3=O)cc1 (stereo not given) | i | 9% | 8% | 0% | 0% | -13 | 0% | 3% | -1%
